bIAP act: increases bovine intestinal alkaline phosphatase activity; purified bovine IAP, CDP-star luminescence, 30 min; active compounds read high; fold of DMSO-control signal, blank-subtracted; activation factor at 20 µM; 200,000 tested, 0.17% active; AID 1016;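 active means activation factor of 2 or more at 20 µM, a signal rise over negative controls twice the positive control's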
NF-kB expr up: NF-kB expression increase, human neuronal cells; NF-kB reporter expression; active compounds read high; fold change at 12.5 µM; 190,000 tested, 1.6% active; in the data active means fold change above about 3.3
TNAP inh hiacc: TNAP (human) inhibition, high acceptor. purified TNAP, CDP-star luminescence, 1 M DEA. inhibition, % at 20 µM. 200,000 tested, 0.03% active. AID 1135;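 active means over 50% inhibition of tissue-nonspecific alkaline phosphatase at 20 µM in the single-dose screen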;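 further: plate controls were DMSO wells for no effect and EDTA-quenched wells as full inhibition for full effect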
Target sequence (P05186 whole entry, looked up): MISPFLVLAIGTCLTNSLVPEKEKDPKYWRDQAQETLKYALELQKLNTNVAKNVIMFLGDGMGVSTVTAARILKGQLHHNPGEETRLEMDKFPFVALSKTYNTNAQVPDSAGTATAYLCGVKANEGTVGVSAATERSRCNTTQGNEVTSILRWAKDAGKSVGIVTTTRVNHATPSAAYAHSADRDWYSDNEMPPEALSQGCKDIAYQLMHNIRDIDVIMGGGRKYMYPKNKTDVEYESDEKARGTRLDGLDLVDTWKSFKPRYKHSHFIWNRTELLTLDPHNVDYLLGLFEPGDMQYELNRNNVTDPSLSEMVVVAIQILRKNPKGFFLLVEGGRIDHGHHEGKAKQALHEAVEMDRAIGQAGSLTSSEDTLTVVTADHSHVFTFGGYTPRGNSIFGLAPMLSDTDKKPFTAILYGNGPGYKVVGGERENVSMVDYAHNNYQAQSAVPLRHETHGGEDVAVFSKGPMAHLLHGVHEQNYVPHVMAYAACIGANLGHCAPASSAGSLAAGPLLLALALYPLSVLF
FLuc inhib CS: counter-screen for luciferase assay inhibitors: firefly luciferase inhibition. P08659. ATPLite firefly luciferase biochemical luminescence, 10 min. inhibition, % at 10 µM. 200,000 tested, 1.5% active;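 active means inhibition above about 50% when tested at 10 µM, limit read from the data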
TNAP inh noacc: blocks human TNAP activity with no phosphate acceptor present. AID 1012. purified TNAP, CDP-star luminescence, 30 min. inhibition, % at 20 µM. P05186. 200,000 tested, 0.26% active;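 active means tissue-nonspecific alkaline phosphatase inhibition above about 50% at 20 µM in the single-dose screen, limit read from the data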;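 further: 0% = DMSO negative control and 100% = EDTA positive control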
PMI act: phosphomannose isomerase (human) activation. 190,000 tested, 0.005% active. activation factor at 20 µM. purified human PMI, coupled resazurin fluorescence, 20 min; active compounds read high; 1 = vehicle control, 0 substrate-free wells. AID 1214;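 active means activation factor of 2 or more at 20 µM, relative to plate controls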
Target sequence (P34949 whole entry, looked up): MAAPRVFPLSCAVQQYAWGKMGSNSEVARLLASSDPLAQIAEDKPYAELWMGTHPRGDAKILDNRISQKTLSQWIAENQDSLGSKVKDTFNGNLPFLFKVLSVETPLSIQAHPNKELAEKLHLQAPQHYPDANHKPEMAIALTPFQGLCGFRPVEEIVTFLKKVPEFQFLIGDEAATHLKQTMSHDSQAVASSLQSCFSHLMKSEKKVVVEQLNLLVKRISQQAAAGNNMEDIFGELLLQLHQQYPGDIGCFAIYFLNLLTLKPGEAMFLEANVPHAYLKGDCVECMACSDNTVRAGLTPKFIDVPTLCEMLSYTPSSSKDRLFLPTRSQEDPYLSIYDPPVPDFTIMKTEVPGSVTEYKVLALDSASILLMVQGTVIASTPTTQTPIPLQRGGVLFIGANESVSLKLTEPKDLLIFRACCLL
APP 5'UTR act: activates APP 5'UTR luciferase reporter; SH-SY5Y APP 5'UTR luciferase reporter, luminescence; zero percent = DMSO vehicle wells; activation, % at 2 µM; 190,000 tested, 1% active; AID 1276;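 active means activation above a set limit, based on mean plus 3 SD of controls, cut at about 140% in these data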; further: values of inactives mirror those of a sister screen read the other way
FLuc act counter: firefly luciferase counter-screen for stimulation assays; P08659; ATPlite luciferase biochemical, luminescence, 10 min; 0 = ATP-free wells, 1 = DMSO control; activation factor at 10 µM; 200,000 tested, under 10 active; AID 1027;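 active means luciferase activation factor, scaled between plate controls, of at least 2 with compound at 10 µM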
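Assay system: Luciferase/luciferin detection reagent, cell-free biochemical luciferase assay / Also added: ATP substrate / Schedule: 10 min at ambient temperature / Measured by: luminescence measurement of luciferase light output / Benchmarks: low control with PBS replacing ATP, high control enzyme plus ATP without compound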
PMI act hi M6P: increases human PMI activity with near-saturating mannose 6-phosphate | 190,000 tested, 0.34% active | coupled PMI enzyme assay, resazurin fluorescence, 20 min; active compounds read high; 1 = untreated enzyme, 0 = substrate-free blank | AID 1216 | P34949 | activation factor at 20 µM;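 active means activation factor of 2 or more at 20 µM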
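Material: human phosphomannose isomerase with PGI, G6PDH, diaphorase coupling enzymes / Reagent: Man-6-P substrate 1.0 mM / Dosing: single compound dose of 20 µM, 1% DMSO final / Incubation: enzyme reaction with compound 20 min at room temperature / Signal: resorufin fluorescence (Ex 544/Em 590 nm) from resazurin via diaphorase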
TNAP act hi DEA: TNAP (human) activation, high acceptor; P05186; purified TNAP, CDP-star luminescence, 1 M DEA, 30 min; active compounds read high; 0 = EDTA background, 1 = DMSO-only activity; activation factor at 20 µM; 200,000 tested, under 10 active;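 active means activation factor at least 2 at 20 µM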
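Measured by: Luminescent substrate turnover signal | Test system: Human TNAP | Input: TNAP 1/800 final | Dosing: 20 µM single point | Schedule: 30 min, room temperature | Controls: EDTA wells as negative control, DMSO wells as positive control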
* marks the source's active call; other numbers are inactive results; nt = no result given. Rows were taken by chance. About 3.6% of those tested had a hit in this group.

canonical_smiles	bIAP act	NF-kB expr up	TNAP inh hiacc	FLuc inhib CS	TNAP inh noacc	PMI act	APP 5'UTR act	FLuc act counter	PMI act hi M6P	TNAP act hi DEA
CCNC(=O)c1ccc(CSc2ccc(Cl)cc2)cc1	0.9	1.2	-2	-6	-4	1	6	1.1	1	1
CCN(CC)CCCC(C)NC(=O)c1cccc(S(=O)(=O)N2CCc3ccccc32)c1 (stereo not drawn)	1.4	1.1	-4	-6	-14	1.1	-12	1.1	0.9	1
Cc1ccc(CO/N=C\Cc2snc(Sc3ncc(C(F)(F)F)cc3Cl)c2C#N)cc1	0.6	0.9	-5	-12	-13	1.5	-6	1.1	1.7	1
COc1ccc(OCC(=O)NNC(=O)C(=O)N2CCCC2)cc1	1.2	1.4	-2	-6	-54	0.8	-1	1.1	0.9	1
O=C(Cn1cnc2c(nnn2Cc2ccc(Cl)cc2)c1=O)N1CCCc2ccccc21	0.9	1.4	3	-6	-3	1	-2	1.1	0.9	1
CC(C)C(=O)N(Cc1cc2ccccc2[nH]c1=O)C(C)(C)C	1.1	1.5	-2	-3	-6	0.9	-2	1	0.9	1
COc1ccccc1/C=C/C(=O)NCc1cccnc1	1.1	1.3	-2	0	-10	1	9	1	1	1
COCCn1c(Cc2ccccc2)nnc1SCC(=O)N1CCCCC1C (stereo not drawn)	1	1	-3	-9	-4	0.9	-7	1.1	1	1
Cc1c(/C=N\NC(=O)C2COc3ccc(C(C)(C)C)cc3O2)c2ccccc2n1C (stereo not drawn)	1.1	1	4	-3	-6	0.8	-7	1	0.9	1
O=C(NCCN1CCOCC1)C1CCC(=O)N1C1CCCCC1 (stereo not drawn)	1	1.5	-8	-7	-6	1	-11	1.1	0.9	1.1

Ordered by the number under TNAP inh hiacc (smallest number first): four of the compounds above.
structure	bIAP act	NF-kB expr up	TNAP inh hiacc	TNAP inh noacc	PMI act	APP 5'UTR act	PMI act hi M6P	TNAP act hi DEA
O=C(NCCN1CCOCC1)C1CCC(=O)N1C1CCCCC1 (stereo not drawn)	1	1.5	-8	-6	1	-11	0.9	1.1
CCN(CC)CCCC(C)NC(=O)c1cccc(S(=O)(=O)N2CCc3ccccc32)c1 (stereo not drawn)	1.4	1.1	-4	-14	1.1	-12	0.9	1
CC(C)C(=O)N(Cc1cc2ccccc2[nH]c1=O)C(C)(C)C	1.1	1.5	-2	-6	0.9	-2	0.9	1
O=C(Cn1cnc2c(nnn2Cc2ccc(Cl)cc2)c1=O)N1CCCc2ccccc21	0.9	1.4	3	-3	1	-2	0.9	1

(more compounds)
canonical_smiles	bIAP act	NF-kB expr up	TNAP inh hiacc	FLuc inhib CS	TNAP inh noacc	PMI act	APP 5'UTR act	FLuc act counter	PMI act hi M6P	TNAP act hi DEA
O=C1NCCN(Cc2c(F)cccc2Cl)C1CC(=O)N1CCCO1 (stereo not drawn)	1.1	1.2	-5	-6	-8	0.8	-2	1.1	0.6	1.1
Cc1noc(C)c1C(=O)OCC(=O)Nc1cc(S(=O)(=O)N2CCOCC2)ccc1Cl	1	0.97	-4	-1	-9	1.1	10	1	1.1	1
COc1ccc(CNc2nc(C)c([N+](=O)[O-])c(C)c2C#N)cc1	1	1.4	-3	-10	5	1.1	21	1.1	1	1
C=CCN(c1ccc(C(=O)Nc2ccc(NC(C)=O)cc2)cc1)S(C)(=O)=O	0.9	1.4	-3	-7	-1	1.1	-6	1.1	1.1	1
CCOc1ccc(CNc2ncnc(N)n2)cc1	1	1.9	2	-3	-7	1	-12	1	1	1
COCCCn1c(SCC(=O)N(C)C)nnc1-c1ccccc1	1	1	-11	-6	-14	1.1	-7	1.1	1.1	1.1
O=C(CSc1nnc(-c2cccnc2)n1C1CCCCC1)NC1CCCCC1	1.1	1.1	-4	5	2	1.1	-10	0.9	1.1	1
COc1ccc(CNC(=O)Cc2csc(Nc3nc(=S)[nH]c4ccccc34)n2)cc1	1.1	1.1	1	-3	-4	1	-3	1	1.1	1
O=C(NC(=S)Nc1ccc(CN2CCOCC2)cc1)c1cccc([N+](=O)[O-])c1	1	0.64	0	1	-4	0.8	-17	1	1	1
Cn1cc(CCC(=O)NCc2ccc3c(c2)OCO3)c2ccccc21	0.9	1	0	0	-8	1	9	1	1	1
O=C(Nc1ncc(Br)s1)C(Cc1ccccc1)n1cccc1 (stereo not drawn)	1	0.72	-5	-6	-14	1	1	1.1	1.1	1.1
O=C(COC(=O)CCC1CCCC1)Nc1ccc(Cl)cc1F	1.1	0.91	2	-4	-11	0.8	-3	1	0.9	1
CCN(CC)S(=O)(=O)c1ccc2c(c1)c(=O)c(C(=O)NCc1ccc3c(c1)OCO3)cn2C	0.9	1.1	-1	-10	-4	1	4	1.1	1.1	1
CC(=O)c1ccc(NC(=S)N2CCCC(C(F)(F)F)C2)cc1 (stereo not drawn)	1	1.3	-3	-3	3	1.1	-6	1	1.1	1
CCOC(=O)c1c(NC(=O)COC)sc2c1CCCC2	1	1.1	-1	-4	-4	0.9	3	1	0.9	1
Cc1ccnc(SCC(=O)Nc2c(C)n(C)n(-c3ccccc3)c2=O)n1	0.8	1.1	-3	-5	-14	1.1	-21	1.1	1.1	1
CCOc1ccc(C(=O)OCC(=O)c2c(N)n(C)c(=O)n(C)c2=O)cc1OCC	0.9	0.86	1	-9	-12	1	-15	1.1	1.1	1
Cc1cc(/N=C/N(C)C)on1	0.9	1	-4	-2	-7	1	8	1	0.9	1
CCOc1ccc(N(C(C)C(=O)Nc2ccc(OC)cc2)S(C)(=O)=O)cc1 (stereo not drawn)	1	1.1	-5	-7	-3	1	16	1.1	0.9	1
Cc1ccc(OCC(=O)NN2C(=O)c3ccccc3C2=O)c(C)c1	0.9	1.2	1	-4	-23	1	14	1	1	1

Following part
SMILES	bIAP act	NF-kB expr up	TNAP inh hiacc	FLuc inhib CS	TNAP inh noacc	PMI act	APP 5'UTR act	FLuc act counter	PMI act hi M6P	TNAP act hi DEA
c1ccc(Cc2nnc3n2CCCCC3)cc1	0.9	1.1	-6	-2	-3	1.1	10	1	1	1.1
CN1CCN(c2nc3c(c(=O)[nH]c(=O)n3C)n2CCSc2ncccn2)CC1	1	nt	-4	-4	-13	1.1	nt	1	1.1	1
O=C(COC(=O)/C=C/c1cccc(Br)c1)NCCC1=CCCCC1	1.2	1.3	1	-1	4	0.9	-13	1	0.9	1
O=C1NC2(Nc3ccccc31)C(=O)Nc1ccc(Br)cc12 (stereo not drawn)	0.9	0.95	-4	-6	5	1.3	16	1.1	1.1	1
O=C(Cn1cccc1)Nc1ccc(OC(F)(F)F)cc1	0.9	1.5	0	4	-14	1	8	1	1.1	1
COc1ccc(NC(=O)c2ccc(-c3nn(C)c(=O)c4ccccc34)cc2)cc1	1	1.9	-6	0	-7	0.9	26	1	0.9	1.1
Cc1ccc(/C=C/C(=O)c2c(C)nc3ccccn23)cc1	0.9	3.6*	-1	54*	-8	1	196*	0.5	1	1
CCC(=O)c1ccccc1OCCSc1nc(C)cc(=O)[nH]1	0.9	1.2	-4	-5	-9	0.8	-16	1.1	0.9	1
Cc1ccc(NC(=O)COC(=O)C2CSC3(C)CCC(=O)N23)cc1S(=O)(=O)N1CCOCC1 (stereo not drawn)	1.1	1.5	0	-3	-2	1	-9	1	0.9	1
CCC(=O)OC1CSc2nc3ccccc3n2C1 (stereo not drawn)	1	1.1	-6	1	-8	1.1	2	1	1.1	1.1
COc1ccc(-c2[nH]ncc2CN2CCCC2c2nonc2C)c(F)c1 (stereo not drawn)	1	1.1	-6	-9	51*	1	-8	1.1	1	1.1
CCOC(=O)N1CCN(C(=O)C2CCN(S(=O)(=O)c3cc(Cl)ccc3Cl)CC2)CC1	1	0.89	3	2	-5	0.9	21	1	0.9	1
CN(/C(=N/S(=O)(=O)c1cccs1)c1ccccc1)c1ccccc1	0.4	0.89	-3	-2	-10	1	11	1	1	1
Cc1ccc(-c2nnn(CC(=O)Nc3cccc4c3CCCC4)n2)o1	1	1.1	-2	-5	-7	1	-15	1.1	1	1
Cc1ccc(S(=O)(=O)N2CCCOC2CNC(=O)C(=O)NCCC2=CCCCC2)cc1 (stereo not drawn)	1	0.88	-5	-7	-10	0.9	-2	1.1	0.9	1.1
COc1ccc(-c2nc(CS(=O)CC(=O)NC3CCCc4ccccc43)c(C)o2)cc1OC (stereo not drawn)	1	0.88	-6	-7	2	1	nt	1.1	0.9	1.1
Cc1oc(-c2cccs2)nc1CS(=O)CC(=O)NC1CCCCCC1 (stereo not drawn)	1	1.1	-6	-1	-17	1	12	1	0.8	1.1
Cc1cc(C)c(C(=O)OCC(=O)NCc2cccs2)c(C)c1	1	1	0	-4	-6	0.9	17	1	0.9	1
C(=N\N1CCN(Cc2cccc3ccccc23)CC1)/c1ccco1	0.9	1.1	-2	2	-6	1	2	1	1	1

Compound profiles (already shown).
Profile of C(=N\N1CCN(Cc2cccc3ccccc23)CC1)/c1ccco1 : bIAP act = 0.9; NF-kB expr up = 1.1; TNAP inh hiacc = -2; FLuc inhib CS = 2; TNAP inh noacc = -6; PMI act = 1; APP 5'UTR act = 2; FLuc act counter = 1; PMI act hi M6P = 1; TNAP act hi DEA = 1
Profile of Cc1oc(-c2cccs2)nc1CS(=O)CC(=O)NC1CCCCCC1 (stereo not drawn) : bIAP act = 1; NF-kB expr up = 1.1; TNAP inh hiacc = -6; FLuc inhib CS = -1; TNAP inh noacc = -17; PMI act = 1; APP 5'UTR act = 12; FLuc act counter = 1; PMI act hi M6P = 0.8; TNAP act hi DEA = 1.1
